CCHF vOTU inh – blocks the CCHF virus ovarian tumor domain protease. hit rate 0.55% among 370,000. CCHFV vOTU protease, Pep-AMC fluorescence. inhibition, % at 11.5 µM; in the data active = inhibition above about 30%; also: 0% = vehicle wells with enzyme and 100% = no enzyme wells
BoNT A protease – blocks Botulinum neurotoxin A light chain protease; multiplex microsphere protease substrate cleavage, flow cytometry; inhibition, % at 10 µM; hit rate 0.17% among 360,000; also: plate controls were buffer without enzyme for full effect and enzyme alone for no effect
Rv3671c protease – inhibits the M. tuberculosis serine protease Rv3671c; P9WHR9; inhibition, % at 5.96 µM; hit rate 0.048% among 320,000; AID 2606; in the data active = inhibition above about 38%;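 also: extracellular domain of Rv3671c used as enzyme; 0% = enzyme with DMSO and 100% = no enzyme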
BoNT-F LC inh – inhibitors of Botulinum neurotoxin F light chain protease; Multiplex microsphere protease cleavage assay, flow cytometry; inhibition, % at 10 µM; hit rate 0.22% among 360,000; AID 588497; in the data active = inhibition above about 35%, passing the limit was not always enough; inconclusive = no clear call, values can overlap the other calls; also: plate controls were buffer without enzyme for full effect and enzyme alone for no effect
DUSP3 inh – inhibitors of human VHR1 phosphatase (DUSP3); recombinant VHR phosphatase, pNPP absorbance; inhibition, % at 13.3 µM; hit rate 0.52% among 290,000; AID 1654; in the data active = inhibition above about 50%; also: some compounds called inactive have numbers as strong as hits
3CLpro inhibitor – SARS-CoV 3CLpro protease inhibition; recombinant SARS-CoV 3CLpro, quenched FRET peptide cleavage; inhibition, % at 6 µM; P0C6X7; hit rate 0.14% among 290,000; AID 1706; in the data active = inhibition above about 12%
SSB-PriA inh – inhibitors of Klebsiella pneumoniae PriA binding to SSB C-terminal tail | AlphaScreen SSBct-PriA binding, biotinylated peptide | inhibition, % at 33 µM | hit rate 0.6% among 430,000; in the data active = inhibition mostly above about 37%, no sharp cut-off; inactive = mostly below about 20%;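 also: plate controls were negative control peptide for no effect and reference peptide for full effect; strong numbers were not always called active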
MazEF act – MazEF (E. coli) toxin RNase activation. activation, % at 20 µM. FAM/BHQ RNA-DNA oligo cleavage fluorescence, 5 h. hit rate 0.32% among 350,000. P0AE70; in the data active = activation above about 50%
Target sequence (P0AE70 whole entry, looked up): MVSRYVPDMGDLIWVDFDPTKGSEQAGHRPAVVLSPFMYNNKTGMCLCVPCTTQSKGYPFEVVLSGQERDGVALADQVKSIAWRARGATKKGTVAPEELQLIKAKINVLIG
PrPC surface inh – inhibitors of human cell surface prion protein PrPC. P04156. TR-FRET read-out. inhibition, % at 13.8 µM. hit rate 0.43% among 370,000. AID 720596; in the data active = inhibition above about 24%; also: 0% = median of the test wells and 100% = reference compound wells
Anthrax LF prot – inhibitors of Bacillus anthracis lethal factor protease; P15917; multiplex microsphere protease cleavage assay, LF; inhibition, % at 10 µM; hit rate 0.12% among 360,000; AID 588501; also: plate controls were buffer without enzyme for full effect and enzyme alone for no effect
Target sequence (P15917 whole entry, looked up): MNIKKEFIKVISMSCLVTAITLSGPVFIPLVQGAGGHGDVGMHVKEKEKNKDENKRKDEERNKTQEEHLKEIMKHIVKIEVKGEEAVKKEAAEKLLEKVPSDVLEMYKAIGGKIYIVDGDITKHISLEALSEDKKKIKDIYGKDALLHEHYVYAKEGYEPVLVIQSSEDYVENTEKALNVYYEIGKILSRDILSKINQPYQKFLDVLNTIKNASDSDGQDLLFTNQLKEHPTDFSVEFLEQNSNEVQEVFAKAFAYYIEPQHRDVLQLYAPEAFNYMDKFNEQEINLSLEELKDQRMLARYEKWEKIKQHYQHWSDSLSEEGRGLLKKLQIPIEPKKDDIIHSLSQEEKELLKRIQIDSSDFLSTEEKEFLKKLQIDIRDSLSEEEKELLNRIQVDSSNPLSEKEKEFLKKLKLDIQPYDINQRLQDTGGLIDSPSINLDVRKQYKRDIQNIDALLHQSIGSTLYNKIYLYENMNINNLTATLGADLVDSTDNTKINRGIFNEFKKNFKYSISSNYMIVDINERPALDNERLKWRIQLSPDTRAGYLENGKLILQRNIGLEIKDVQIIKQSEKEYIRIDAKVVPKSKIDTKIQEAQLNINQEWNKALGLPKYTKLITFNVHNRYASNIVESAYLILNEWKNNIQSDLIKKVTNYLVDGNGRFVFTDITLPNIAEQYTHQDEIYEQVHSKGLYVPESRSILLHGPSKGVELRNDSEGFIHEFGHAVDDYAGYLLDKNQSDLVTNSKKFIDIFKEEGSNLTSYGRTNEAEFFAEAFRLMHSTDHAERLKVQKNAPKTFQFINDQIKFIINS
Active calls of the source: *; ? = inconclusive; . = not tested or not shown; & = joins results of further samples. Rule as the data show it, unless noted: active = inhibition above about 30%; inconclusive = no clear call, values can overlap the other calls; inactive = below that. These rows are one share of the data; the hit share may differ from the screen's.

SMILES	PrPC surface inh	Anthrax LF prot	Rv3671c protease	DUSP3 inh	CCHF vOTU inh	BoNT A protease	MazEF act	SSB-PriA inh	3CLpro inhibitor	BoNT-F LC inh
O=C(NCc1cccc(Cl)c1)c1cnn2c1NC(c1ccco1)CC2C(F)(F)F (centres undefined)	3	-2	-7	10	-1	-1.3	-4	2	-3	-13
O=C(Nc1ccc(S(=O)(=O)N2CCCCC2)cc1)c1ccc(CN2CCOCC2)cc1	.	-4	-7	-9	.	-1.6	-2	10	-3	-6
O=C1CC2(CCCC2)Oc2ccc(Cl)cc21	7	-2	6	.	0	0.1	1	4	.	-9
COc1ccc(S(=O)(=O)NC2CCCCC2)c(C)c1C	2	2	-8	-9	9	-0.2	-4	-16	-1	-13
COc1ccccc1N1CCN(C(=O)c2cccc(S(=O)(=O)N3c4ccccc4CC3C)c2)CC1 (centres undefined)	7	-2	.	.	4	-1.7	7	-11	.	-7
COc1cccc(NC(=S)NCc2ccccn2)c1	-4	-1	-2	-1	1	0.5	4	11	2	-13
O=C(COc1cccc(C(F)(F)F)c1)NCC(c1cccs1)N1CCOCC1 (centres undefined)	1	5	6	.	-10	-0.5	-8	-11	.	5
COc1ccc(N2C(C)=CS/C2=C(/C#N)c2nnc(N3CCOCC3)n2-c2ccccc2)cc1	3	7	2	20	-3	1.5	4	-2	-1	-16
O=C(NCCc1c[nH]c2ccccc12)c1c(Cl)nc2sccn12	7	3	5	11	11	0.0	4	-2	-3	9
Cc1sc2ncnc(NCCCN3CCCC3=O)c2c1C	1	4	7	13	-5	-0.2	-1	1	0	0
O=C(c1ccco1)N1C(=O)c2cccc3c(S(=O)(=O)N4CCCC4)ccc1c23	0	1	-1	11	3	0.5	11	-11	7	12
O=C(Nc1nc2c(s1)CCc1ccccc1-2)c1cccs1	0	0	-25	43	2	-0.8	10	-1	6	9
O=C(/C=C/c1ccc(F)cc1)c1cc(Br)ccc1O	0	-8	-16	25	9	1.1	3	-51	-2	0
CN(C)CCCOC(=O)c1ccc(Cl)cc1Cl	-1	-7	1	1	-11	-6.7	8	-21	3	-28
CN(C)c1ccc(-c2ccnc3c2CC(C)(C(=O)NCCC(F)(F)F)O3)cc1 (centres undefined)	0	1	.	.	-28	0.2	.	.	.	-5
Cn1c(=O)c2c(nc(Br)n2Cc2ccccc2Cl)n(C)c1=O	2	-7	1	18	4	-0.5	1	-4	-6	8
COc1ccccc1C(CNC(=O)COc1cc(C)ccc1Cl)N1CCCC1 (centres undefined)	-2	-1	4	.	-4	1.1	-2	10	.	-7
Cc1ccc(NC(=O)CSCC(=O)NC2=NCCS2)cc1	0	-5	-4	.	-4	-0.2	3	4	.	1
Cc1ccc(-n2c(SCC(=O)N3CCOCC3)nc(O)c(Cc3ccccc3)c2=O)cc1	1	-2	-2	8	10	0.1	5	9	-3	-16
CCOCCCNC(=O)C1c2cc(OC)c(OC)cc2C(=O)N2CCCCC12 (centres undefined)	-6	0	-3	-9	-2	-0.4	3	-9	1	0

Two of these compounds, reformatted.
structure: O=C(/C=C/c1ccc(F)cc1)c1cc(Br)ccc1O
  PrPC surface inh: 0	Anthrax LF prot: -8	Rv3671c protease: -16	DUSP3 inh: 25	CCHF vOTU inh: 9	BoNT A protease: 1.1	MazEF act: 3	SSB-PriA inh: -51	3CLpro inhibitor: -2	BoNT-F LC inh: 0

structure: CN(C)CCCOC(=O)c1ccc(Cl)cc1Cl
  PrPC surface inh: -1	Anthrax LF prot: -7	Rv3671c protease: 1	DUSP3 inh: 1	CCHF vOTU inh: -11	BoNT A protease: -6.7	MazEF act: 8	SSB-PriA inh: -21	3CLpro inhibitor: 3	BoNT-F LC inh: -28

Additional structures.
SMILES	PrPC surface inh	Anthrax LF prot	Rv3671c protease	DUSP3 inh	CCHF vOTU inh	BoNT A protease	MazEF act	SSB-PriA inh	3CLpro inhibitor	BoNT-F LC inh
COc1ccc(C(=O)CSc2nc(N)nc(SC)c2C#N)cc1	3	-3	-22	10	-3	5.9	-22	-7	-3	10
c1cncc(CNc2c3c(nc4nnnn24)CCCC3)c1	4	-3	4	6	11	-0.4	6	-7	0	4
CCOC(=O)c1nnn(-c2nonc2N)c1CSc1ccc(C)cc1	1	-2	-8	14	14	-1.3	-3	-13	1	-18
COc1ccc(CN2C(=O)C(CC(=O)NC(c3ccccc3)c3ccccc3)CC(C(=O)N(C)C)=C2C)cc1 (centres undefined)	9	0	.	.	12	-0.2	2	.	.	2
COc1ccc(-n2c(O)c(/C=N/NS(=O)(=O)c3cccc([N+](=O)[O-])c3)c3ccccc3c2=O)cc1OC	-15	0	-23	-3	-10	0.2	2	.	1	1
COc1ccc(C2CC(c3ccccc3)=NN2S(=O)(=O)c2ccccc2)cc1 (centres undefined)	7	2	-9	25	6	1.0	-32	5	5	2
Nc1cc(=O)[nH]c(SCC(=O)N2CCCCC2)n1	-3	-9	-7	15	3	-1.4	-3	-12	0	2
CCN(CC)C(=O)C1CCCN(C(=S)Nc2cccc3ccccc23)C1 (centres undefined)	-1	0	5	-2	1	0.5	-2	7	-7	-4
Cc1nc2ccccc2c(=O)n1/N=C/c1ccccn1	4	-1	0	2	-8	0.4	9	.	1	-5
CC(=O)NC1(C(F)(F)F)C(=O)Nc2c1c(=O)[nH]c(=O)n2CC(C)C (centres undefined)	4	-4	2	48	-13	0.3	11	2	5	-1

No new results follow: an excerpt of the list.
SMILES	PrPC surface inh	Anthrax LF prot	Rv3671c protease	DUSP3 inh	CCHF vOTU inh	BoNT A protease	MazEF act	SSB-PriA inh	3CLpro inhibitor	BoNT-F LC inh
CN(C)c1ccc(-c2ccnc3c2CC(C)(C(=O)NCCC(F)(F)F)O3)cc1 (centres undefined)	0	1	.	.	-28	0.2	.	.	.	-5
Cn1c(=O)c2c(nc(Br)n2Cc2ccccc2Cl)n(C)c1=O	2	-7	1	18	4	-0.5	1	-4	-6	8
COc1ccccc1C(CNC(=O)COc1cc(C)ccc1Cl)N1CCCC1 (centres undefined)	-2	-1	4	.	-4	1.1	-2	10	.	-7
Cc1ccc(NC(=O)CSCC(=O)NC2=NCCS2)cc1	0	-5	-4	.	-4	-0.2	3	4	.	1
Cc1ccc(-n2c(SCC(=O)N3CCOCC3)nc(O)c(Cc3ccccc3)c2=O)cc1	1	-2	-2	8	10	0.1	5	9	-3	-16
CCOCCCNC(=O)C1c2cc(OC)c(OC)cc2C(=O)N2CCCCC12 (centres undefined)	-6	0	-3	-9	-2	-0.4	3	-9	1	0
COc1ccc(C(=O)CSc2nc(N)nc(SC)c2C#N)cc1	3	-3	-22	10	-3	5.9	-22	-7	-3	10
c1cncc(CNc2c3c(nc4nnnn24)CCCC3)c1	4	-3	4	6	11	-0.4	6	-7	0	4
CCOC(=O)c1nnn(-c2nonc2N)c1CSc1ccc(C)cc1	1	-2	-8	14	14	-1.3	-3	-13	1	-18
COc1ccc(CN2C(=O)C(CC(=O)NC(c3ccccc3)c3ccccc3)CC(C(=O)N(C)C)=C2C)cc1 (centres undefined)	9	0	.	.	12	-0.2	2	.	.	2
COc1ccc(-n2c(O)c(/C=N/NS(=O)(=O)c3cccc([N+](=O)[O-])c3)c3ccccc3c2=O)cc1OC	-15	0	-23	-3	-10	0.2	2	.	1	1
COc1ccc(C2CC(c3ccccc3)=NN2S(=O)(=O)c2ccccc2)cc1 (centres undefined)	7	2	-9	25	6	1.0	-32	5	5	2
Nc1cc(=O)[nH]c(SCC(=O)N2CCCCC2)n1	-3	-9	-7	15	3	-1.4	-3	-12	0	2

Further entries
SMILES	PrPC surface inh	Anthrax LF prot	Rv3671c protease	DUSP3 inh	CCHF vOTU inh	BoNT A protease	MazEF act	SSB-PriA inh	3CLpro inhibitor	BoNT-F LC inh
COc1cc2c(cc1OC)CN(Cc1cc(OC)c3c(c1)OCO3)CC2	0	-2	9	-8	8	1.5	-4	4	-4	?
CC1=C(C(=O)N(C(C)C)C(C)C)CC(CC(=O)NC2CCCCC2)C(=O)N1CCCN1CCCC1=O (centres undefined)	-3	-11	.	.	2	0.8	.	.	.	10
CC1(C)CC(=O)C(CS(=O)(=O)c2ccccc2)=C(O)C1	1	-2	2	-9	12	-0.3	-4	-9	-5	-5
Cn1ncc(Cl)c1C(=O)Nc1nc2ccc(Cl)cc2s1	0	-1	-5	-2	-1	-0.1	-4	-17	-2	-5
Cc1ccc(CN2CCCC(C(=O)N3CCCC3)C2)cc1 (centres undefined)	-8	-10	-6	44	-6	-3.1	5	18	-6	-8
CN(N=Nc1cccc([N+](=O)[O-])c1)c1cccc([N+](=O)[O-])c1	4	-2	3	-16	3	-0.2	-6	12	2	0
CN1CCN(S(=O)(=O)c2cccc(C(=O)Oc3ccc(Br)cc3F)c2)CC1	6	4	12	2	10	1.3	-6	-5	-3	14
Cc1ccc(S(=O)(=O)N2CCCCC2)cc1NC(=O)C1CCCO1 (centres undefined)	4	-2	1	14	1	-0.4	1	-1	0	0
COc1ccccc1CNC(=O)COC(=O)c1ccc(C)c(S(=O)(=O)N2CCOCC2)c1	3	-2	2	.	-6	0.2	1	3	.	-1
Oc1c(N=Nc2nn[nH]n2)ccc2ccccc12	-38	-9	.	.	98*	-0.7	.	.	.	-26
COc1ccc(NS(=O)(=O)c2cccc(NC(=O)c3ccc(Cl)nc3)c2)cc1	18	3	-35	26	6	0.0	9	3	-4	-2
CC(=O)NC(CC(=O)O)C(=O)O (centres undefined)	.	-5	-1	.	.	-0.2	3	4	.	4
C=CCSc1nsc(NC(=O)Nc2ccc(F)cc2)n1	37*	3	-69	18	-3	2.9	-4	-8	5	?
COc1ccc(S(=O)(=O)N2CCOCC2)cc1NC(=O)[C@@H]1CCCN1C(=O)c1cccs1	-7	1	-1	8	8	0.1	7	-7	4	-9
O=C(c1ccc(S(=O)(=O)N2CCc3ccccc3C2)cc1)N1CCCCC1	1	1	0	15	8	1.0	-2	1&-2	-4	4
O=C(NN=C1C2CC3CC(C2)CC1C3)c1ccccc1O	1	-2	5	16	2	-0.3	9	-1	-1	-5
CC(=O)Oc1cccc(/C=N\NC(=O)C(=O)N/N=C/c2cccc(OC(C)=O)c2)c1	2	-7	-3	.	-9	1.7	-2	.	.	-7
COc1ccccc1N1CCN(C(=O)c2cc(=O)c3ccc(C)cc3o2)CC1	-6	3	0	.	21	-1.9	-2	-8	-3	13

Assay outcomes as filed in PubChem BioAssay.
